Source: PubChem (Fisher Drug Discovery Resource Center)
NPYLR7 ag: mosquito NPYLR7 agonism; HEK293T NPYLR7/Galpha15, GCaMP6s calcium fluorescence; activation, % at 10 µM; 0.15% of 270,000 active; AID 1259423; in the data active = activation above about 40%;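 also: 0% = vehicle and 100% = reference agonist at the receptor; some compounds past the cut are filed as inactive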
hcGAS lum: inhibitors of human cGAS; AID 1259398; recombinant h-cGAS, ATP depletion, Kinase-Glo luminescence; 0.081% of 290,000 active; inhibition, % at 12.5 µM;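 also: 0% = vehicle reaction and 100% = reaction without DNA for no activity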
Target sequence (Q8N884 whole entry, looked up): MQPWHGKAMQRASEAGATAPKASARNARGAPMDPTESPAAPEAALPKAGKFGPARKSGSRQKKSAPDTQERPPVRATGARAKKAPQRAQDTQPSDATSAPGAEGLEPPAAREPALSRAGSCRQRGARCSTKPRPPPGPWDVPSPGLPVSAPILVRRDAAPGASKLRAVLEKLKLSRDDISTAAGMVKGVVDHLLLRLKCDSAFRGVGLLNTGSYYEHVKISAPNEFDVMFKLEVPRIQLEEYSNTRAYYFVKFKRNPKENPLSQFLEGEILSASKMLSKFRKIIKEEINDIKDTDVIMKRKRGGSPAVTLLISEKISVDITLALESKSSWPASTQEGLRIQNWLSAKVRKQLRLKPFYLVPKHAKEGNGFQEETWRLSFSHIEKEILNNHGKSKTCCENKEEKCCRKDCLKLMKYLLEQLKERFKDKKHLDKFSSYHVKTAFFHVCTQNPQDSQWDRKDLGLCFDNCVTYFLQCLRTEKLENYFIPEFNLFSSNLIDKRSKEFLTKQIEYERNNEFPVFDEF
mcGAS lum: inhibitors of mouse cGAS. Q8C6L5. recombinant cGAS, Kinase-Glo ATP depletion luminescence. inhibition, % at 12.5 µM. 0.15% of 160,000 active;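 also: 0% = negative control wells and 100% = reference inhibitor with no enzyme activity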
Numbers without * were called inactive; x = no result given. Rule as the data show it, unless noted: active = inhibition above about 40%; inactive = the rest.

| structure | NPYLR7 ag | hcGAS lum | mcGAS lum |
| --- | --- | --- | --- |
| Fc1ccccc1-n1cnnc1SCc1cc2c(cc1Br)OCO2 | 7.5 | -5.4 | x |
| Cc1ccc(-c2nc(C=Nc3ccccc3Br)c(O)o2)cc1 | -4.9 | -8.8 | x |
| C=C(C)Cn1c(SCCC)nc2c1c(=O)[nH]c(=O)n2C | x | -9.5 | -10.0 |
| CC(C)CN1CCC(C2CCN(Cc3cccn3-c3nccs3)C2)CC1 (configuration not stated) | 5.9 | -8.3 | x |
| CCOC(=O)c1cc(C(C)(C)C)n(C2CCN(C(=O)CC3CCCC3)CC2)n1 | 10.9 | 4.2 | 0.2 |
| CCCc1cnc(-c2ccc(OC)c3ncccc23)nc1 | x | -4.6 | -12.8 |
| CCc1onc(C)c1C1CCCN1S(C)(=O)=O (configuration not stated) | x | 4.5 | -1.6 |
| CCOc1ccc(Nc2nc(N3CC(C)OC(C)C3)nc(N)c2[N+](=O)[O-])cc1 (configuration not stated) | 14.6 | -1.3 | x |
| Cc1ccc(-c2csc(-n3[nH]c(C)c(N=Nc4ccc([N+](=O)[O-])cc4)c3=O)n2)cc1 | -3.6 | -1.3 | -7.9 |
| CCCc1nc(N2CCC(NS(C)(=O)=O)CC2)c2cnn(C)c2n1 | 15.5 | -9.8 | x |
| Cc1cc(I)ccc1N=Cc1nc(-c2ccc(Cl)cc2)oc1O | 2.7 | -3.4 | -4.4 |
| Fc1ccc(OCCSc2n[nH]c3nc4ccccc4n23)cc1 | 0.1 | -6.7 | -4.9 |
| CC(C)(C)C(=O)N(CC(=O)Nc1ccon1)C1CCCCC1 | x | -9.4 | -5.6 |
| O=C(NCc1ccc(OC(F)(F)F)cc1)c1cncn1-c1cccc(-c2cccc(OC(F)(F)F)c2)c1 | 4.8 | -3.9 | -5.7 |
| CCN(CC)C1CCN(C(=O)CSC(C)C(=O)Nc2cc(C)on2)C1 (configuration not stated) | 5.8 | 3.9 | x |
| O=C(NC(c1ccc(F)cc1)c1ccc2ccccc2n1)C1CCN(Cc2ccoc2)CC1 (configuration not stated) | 7.7 | -6.1 | -2.6 |
| Nc1cc(=O)[nH]c(N(Cc2ccccc2)Cc2ccccc2)n1 | -6.0 | -8.1 | x |
| CCCCCc1ccc(-c2nc(Cc3ccccc3)no2)cc1 | -4.0 | 0.7 | 0.1 |
| COCCN(CC(=O)N1CC(=O)N(c2cccc(C)c2)C1)C(=O)C(c1ccccc1)c1ccccc1 | -0.8 | -2.1 | -3.5 |
| Cc1cc(NC(=O)c2noc3c2CCCCC3)no1 | -5.9 | 0.9 | x |
| COc1ccccc1N1CCN(CC(=O)N2CCN(Cc3ccccc3F)CC2)CC1 | 1.2 | -11.0 | -18.1 |
| O=c1c(C(F)(F)F)cc(C2CC2)nn1Cc1ncc(-c2ccc(F)cc2)o1 | 4.2 | -1.8 | x |
| Cc1ccc(S(=O)(=O)N2CCN(Cc3cc4n(n3)CCNC4)CC2)cc1 | 6.4 | -1.5 | x |
| Cc1sc(C(=O)N(C)CCc2ccccn2)c(-n2c(C)ccc2C)c1C | -4.1 | -2.0 | -4.8 |
| COCCOc1nc(-c2ccc(C(F)(F)F)cc2)n(-c2ccc(NC(=O)CCCCl)cc2)n1 | 17.3 | 0.4 | -2.9 |
| Fc1ccc(C2C3CCCc4ccccc4C3=Nc3ncnn32)cc1F (configuration not stated) | 8.2 | 0.6 | x |
| Cc1cc(C(=O)N(CCC(=O)NC(C)c2ccccc2)CC(C)C)no1 (configuration not stated) | x | -2.5 | -4.9 |
| CCC(C)c1nn2c(=O)c(NC(=O)c3ccc(C)cc3)cnc2s1 (configuration not stated) | -4.5 | -12.0 | -6.1 |
| Cc1cc(CN(C)C(=O)c2ccc(OC3CCN(S(=O)(=O)N(C)C)CC3)cc2)on1 | 10.4 | -8.1 | x |
| CC(C)Cc1ccc(S(=O)(=O)Nc2ccc(C(=O)N3CCC(CO)CC3)cc2)cc1 | 3.7 | -6.7 | x |
| CCN(C)S(=O)(=O)NCCC1CN(Cc2ccco2)CCO1 (configuration not stated) | -3.6 | -9.5 | -12.2 |
| Cn1cncc1[C@@](N)(c1ccc(Cl)cc1)c1ccc2c(c1)c(-c1cccc(Cl)c1)cc(=O)n2C | -5.8 | -4.5 | -9.2 |
| COc1ccc(C2(CCN=Cc3ccc(N(C)C)cc3)CCOC(C)(C)C2)cc1 (configuration not stated) | -6.7 | -4.8 | x |
| Cc1ccccc1C1=NOC(CNCc2ccc(F)cc2F)C1 (configuration not stated) | 0.0 | -1.0 | -4.5 |
| CC1C(=O)N(c2ccccc2Cl)CCN1C(=O)C1CCC1 (configuration not stated) | -10.0 | -1.3 | -4.8 |
| CC1CCc2[nH]c3ccc(C(=O)NCC4CCCO4)cc3c2C1 (configuration not stated) | 3.0 | -9.1 | -6.0 |
| CCC(=O)N1CCCC1(C)C(=O)Nc1ccc2scnc2c1 (configuration not stated) | 3.4 | -12.0 | -6.1 |
| CCOC(=O)c1nn(-c2ccccc2C)c(=O)cc1OCc1cc(C)ccc1C | 2.4 | 3.5 | x |
| CN(CC1CCCCC1)C(=O)c1cc(=O)[nH]c2ccccc12 | 1.2 | -12.1 | x |
| COc1ccc(-n2nnc(C(=O)OCc3ccccc3F)c2C)cc1 | 3.9 | -4.4 | -9.8 |
| Cn1cc(CN2C(=O)NC(Cc3ccc(F)cc3)(C3CCNCC3)C2=O)cn1 (configuration not stated) | 6.5 | -9.0 | -13.3 |
| Cc1ccc(-c2nnc(SCc3ccc(C(=O)N4CCCC4)cc3)n2-c2ccc(F)cc2)cc1 | 12.4 | -16.7 | -6.7 |
| CCc1ccsc1CNC(=O)c1ccc(N2CCCCC2=O)cc1 | 3.2 | 3.2 | x |
| Cn1nccc1C(=O)N(Cc1ccccn1)c1nc2ccc(Cl)cc2s1 | x | -7.3 | -6.6 |
| COCCN1CC2CN(C(=O)C3CCC3)CC(C1)O2 | x | -10.0 | -5.1 |
| Cc1[nH]cnc1-c1nccn1CCC(=O)Nc1ccc(N(C)C)cc1 | 21.3 | -8.3 | -17.2 |
| CCOC(=O)c1ccc(NC(=O)CN2C(=O)c3ccccc3C2=O)cc1 | -5.1 | -2.0 | -5.3 |
| CC12CCC(=O)N1C(C(=O)N1CCCN(c3ccc(C(F)(F)F)cn3)CC1)CS2 (configuration not stated) | 2.6 | -5.3 | -2.8 |
| CNC(=O)[C@@]1(OCc2cccc(F)c2)CC(OCc2cccc(Cl)c2)[C@@H]2OC(C)(C)O[C@@H]2C1 (some centres not stated) | -4.4 | -1.3 | -0.3 |
| CCCc1nc(N2CCCN(C(=O)COCc3ccccc3)CC2)c2c(-c3cccc(C(F)(F)F)c3)noc2n1 | 15.7 | -2.3 | -6.2 |
| C=C1N(C2CCCCC2)C(=O)OC12CCCCC2 | x | -3.6 | -4.6 |
| CCC(=O)c1ccc(OCC(O)Cn2nc(C)cc2C)cc1 (configuration not stated) | 4.8 | -5.1 | -6.0 |
| O=c1c2c(-c3ccc(F)cc3)ccnc2[nH]n1-c1ccc(Cl)cc1 | -1.8 | -3.2 | -7.7 |
| CC1CN(C(=O)CNc2cc3c(cc2Cl)OCCCO3)CCO1 (configuration not stated) | -1.5 | -4.2 | x |
| COc1cccc(/C=N\NC2=NS(=O)(=O)c3ccccc32)c1O | 6.7 | 7.7 | -1.4 |
| CCN1CCN(C(c2ccc(OC)c(OC)c2)C2Sc3ncnn3C2=O)CC1 (configuration not stated) | 3.5 | -5.0 | -6.3 |
| COCCN(CC(=O)N(Cc1ccccc1)Cc1cccn1Cc1cccc(C(F)(F)F)c1)C(=O)c1ccc([N+](=O)[O-])cc1 | -7.7 | -3.4 | -4.0 |
| CN(C)C1CCCN(C(=O)c2cc3c([nH]c2=O)CCC3)CC1 (configuration not stated) | x | -4.8 | -13.8 |
| CCCCN(CC(=O)N1CCc2sccc2C1c1ccc(Cl)cc1)S(=O)(=O)/C=C/c1ccccc1 (configuration not stated) | 17.5 | -1.1 | -3.9 |
| Cc1cc(OCc2ccccc2)nc(-c2ccccc2)n1 | 0.8 | -8.6 | x |

Carrying on.
| structure | NPYLR7 ag | hcGAS lum | mcGAS lum |
| --- | --- | --- | --- |
| Cc1ccccc1C(=O)Nc1ccccc1C(=O)N1CCN(C)CC1 | 9.1 | -4.4 | -4.5 |
| CNC(=O)Cc1noc(-c2cc(Br)cc3ccccc23)n1 | -0.8 | -0.1 | x |
| N#CC1C(=N)OC2=C(C(=O)CCC2)C1c1ccc(C(F)(F)F)cc1 (configuration not stated) | 1.0 | -4.1 | -4.4 |
| Cc1ccc(C=C(C(=O)c2ccccc2)c2nc3ccccc3o2)o1 | 3.0 | -10.2 | -8.2 |
| Cn1c(=O)c(-c2ccccc2N)nc2cc3ccccc3cc21 | -1.3 | -2.0 | -3.0 |
| CCOC(=O)CCN1/C(=C\C=C2/SC(=S)N(C)C2=O)Sc2ccc(OC)cc21 | -12.0 | 1.0 | 1.6 |
| O=C(NC1CCN(C2CCSCC2)CC1)c1cc2c([nH]c1=O)CCCC2 | x | -8.6 | -5.1 |
| O=c1[nH]c2ccccc2c2nnc(Cc3ccccc3)c(=O)n12 | -9.0 | 3.0 | x |
| O=C(c1csc(-c2ccc(Cl)cc2)n1)N1CCN(S(=O)(=O)c2ccc(F)cc2)CC1 | 1.7 | -8.6 | -8.8 |
| COc1ccc2nc(SCCO)nc(C)c2c1 | -12.3 | -5.7 | x |
| C=CC(=O)NCc1cccc(-c2ncc(-c3ccc(F)cc3)[nH]2)c1 | 0.7 | -6.1 | -4.3 |
| CN(CC(=O)Nc1cc(F)cc(F)c1)Cc1cnc2ccccn12 | 4.4 | -7.4 | x |
| CCN1CCc2nc3ccccc3c(C(=O)NCC3CCOC3)c2C1 (configuration not stated) | 3.4 | -1.9 | x |
| CC(C(=O)N(C)C)S(=O)(=O)c1cc2c(cc1Cl)OCCO2 (configuration not stated) | 1.8 | 2.8 | x |
| COc1ccc(OC)c2[nH]c(=O)c(CCNC(=O)c3ccccc3)cc12 | 0.4 | -3.2 | -7.3 |

(next part)
Fields – NPYLR7 ag, hcGAS lum, mcGAS lum
> COc1cc(Cl)c(C)cc1NC(=O)CNC(c1ccc(Cl)cc1)C1CC1 (configuration not stated)
    -1.5, -9.9, x
> CN(C)Cc1cn(C2CCN(C(=O)c3ccc4nc[nH]c4c3)CC2)nn1
    -0.7, -9.5, -10.9
> O=C1CC(CNCc2ccccc2-n2cccn2)c2ccccc2N1 (configuration not stated)
    10.5, -7.3, x
> COCCC1CCCCN1C(=O)c1ccccc1NCc1cccs1 (configuration not stated)
    3.0, -7.4, x
> CC(C)C(NC(=O)N(C)CC1CCC1)c1nnc2n1CCC2 (configuration not stated)
    3.0, -7.8, x
> COc1cccc2cc(-c3nc4ccccc4[nH]3)/c(=N/NC(=O)c3ccncc3)oc12
    -2.1, -0.4, -0.8
> CCOC(=O)C1CCCCN1C(=O)c1csc2nc(-c3ccc(CC)cc3)cn12 (configuration not stated)
    x, -7.6, -10.5
> CC(C)(CCl)C(=O)Nc1cccc(C2SCC(=O)N2c2cccc(F)c2)c1 (configuration not stated)
    -3.9, -6.5, -6.0
> CC(Sc1nc2ccccc2s1)C(=O)N/N=C\c1ccc(Cl)c(Cl)c1 (configuration not stated)
    0.8, -6.8, -9.5
> O=C1NC2(CCCCCCC2)C(=O)N1Cc1csc(Cc2ccccc2)n1
    9.7, -5.1, -5.9

Compound profiles, as listed above. Order of values: NPYLR7 ag, hcGAS lum, mcGAS lum
`N#CC1C(=N)OC2=C(C(=O)CCC2)C1c1ccc(C(F)(F)F)cc1` (configuration not stated) reads 1.0, -4.1, -4.4
`O=C1CC(CNCc2ccccc2-n2cccn2)c2ccccc2N1` (configuration not stated) reads 10.5, -7.3, x

Going on with the list:
Fields – NPYLR7 ag, hcGAS lum, mcGAS lum
> C#CCOCC(O)CN(Cc1cccc(F)c1)CC1CC(c2ccc(F)cc2)=NO1 (configuration not stated)
    -4.2, -4.6, -4.9
> CCOc1ccc(S(=O)(=O)Oc2cccc(C=NN=C3NC(=O)C(C)(C)S3)c2)cc1
    -1.2, -3.2, -1.0
> CN(CC1CCN(CCc2ccc(F)cc2)CC1)C(=O)CC1CCC(=O)N1 (configuration not stated)
    0.6, -7.8, -10.8
> COc1ccc(OCCN2CCC(C(=O)NC(c3ccc(Cl)cc3)c3ncccc3C)CC2)cc1 (configuration not stated)
    15.6, -4.1, -5.3
> CN(CCO)CC(O)Cn1c2ccc(Br)cc2c2cc(Br)ccc21 (configuration not stated)
    -3.5, 6.2, 10.5
> Cc1nnc(SCCNC(=O)C2CCN(c3nc(C)c4cc(C(C)C)ccc4n3)CC2)s1
    15.1, -7.7, -11.0
> COc1ccccc1Nc1nc(Cl)nc(Sc2nc(C)cc(C)n2)n1
    -0.2, -8.6, -4.9
> CC(C)(C)c1ccc(-c2ccnc3nc(N4CCN(S(=O)(=O)c5cccc(C(F)(F)F)c5)CC4)nn23)cc1
    5.9, -3.2, -5.3
> Cn1ccc(CC(=O)NC2CC(C)(C)Cc3c2cnn3-c2cccc(F)c2)c1 (configuration not stated)
    12.1, -12.9, -13.3
> CC(C)Oc1ccc(C(=O)Nc2nn(C)c3c2C(C)CC(=O)N3)cc1 (configuration not stated)
    -19.2, -7.3, -9.3
> C/C(=C/C(=O)Nc1n[nH]c(S(C)(=O)=O)n1)c1ccccc1Cl
    8.6, -6.8, -6.6

Compounds from the list above that have a tert-butyl group (3):
Fields – NPYLR7 ag, hcGAS lum, mcGAS lum
> CCOC(=O)c1cc(C(C)(C)C)n(C2CCN(C(=O)CC3CCCC3)CC2)n1
    10.9, 4.2, 0.2
> CC(C)(C)C(=O)N(CC(=O)Nc1ccon1)C1CCCCC1
    x, -9.4, -5.6
> CC(C)(C)c1ccc(-c2ccnc3nc(N4CCN(S(=O)(=O)c5cccc(C(F)(F)F)c5)CC4)nn23)cc1
    5.9, -3.2, -5.3
